Compound activity: PubChem, several laboratories
Lipid droplet: modulators of hepatic lipid droplet formation; AML12 mouse hepatocytes, oleate lipid droplets, BODIPY imaging; inhibition, % at 6.5 µM; 0.4% of 240,000 active; AID 1656;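 active means lipid droplet intensity inhibited by at least 50%, with more than 500 cells counted; inconclusive means wells with under 300 cells, treated as cytotoxic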
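Assay system: AML12 hepatocytes (mouse) / Also added: 100 µM oleic acid challenge / Times: overnight treatment with compound plus oleate / Detection: high-content imaging of BODIPY-stained droplets and DAPI nuclei / Evaluation: % inhibition of lipid droplet signal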
MT stabilizer: stabilizes microtubules in HeLa cells; HeLa tubulin immunostaining HCS, 24 h; share of cells brighter than vehicle mean+2SD; 0.83% of 200,000 active; % tubulin-high responders, % at 10 µM;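 active means plate Z-score above 3 for both tubulin-high and condensed-nucleus cell shares, with cell loss under 80%, at 10 µM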;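 further: anti alpha tubulin signal scored within the nucleus-defined area of each cell; some results filed as inactive read as strong as hits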
TNAP activation fold: human TNAP enzyme activators, primary screen, biochemical, luminescent, no phosphate acceptor, uHTS (AID 1001); purified TNAP, luminescent activation assay, no phosphate acceptor; higher activation fold means a stronger effect; 0.03% of 200,000 active; activation fold at 20 µM, or EC50 in µM where a hit was titrated; in the data active means activation fold from about 3, or a potency from the dose series; inactive means the rest, 99 in 100 with activation fold below about 1.6; further: many of its hits are not listed in these tables
Autophagy HCS: autophagy modulation, high-content screen. MEF GFP-LC3 puncta imaging; test concentration mostly 10 µM. calls only at 10 µM (by protocol). 0.98% of 190,000 active. AID 463193;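 active means percentage of spot-positive cells more than 3 SD above its plate mean, without a fluorescence outlier flag or 80% toxicity; inconclusive means no clear call, values can overlap the other calls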;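 further: spot-positive cell cutoff set from DMSO-treated cells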
human PMI inhibitors: MPI inhibition at elevated mannose 6-phosphate – biochemical, fluorescence intensity, high mannose 6-phosphate, primary screen (AID 1220); 0.66% of 190,000 active; inhibition, % at 20 µM, or IC50 in µM where a hit was titrated; recombinant PMI enzyme, coupled fluorescence intensity; higher % means a stronger effect
PMI inhibitors: MPI enzyme activity inhibition – biochemical, fluorescence intensity, coupled assay, primary screen (AID 1209) | purified PMI enzyme, coupled fluorescence intensity; higher % means a stronger effect | inhibition, % at 20 µM, or IC50 in µM where a hit was titrated | 0.42% of 190,000 active;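 further: plate controls were DMSO vehicle for no effect and wells lacking substrate for full effect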
bCat nuc transl: modulators of beta-catenin nuclear translocation; HeLa beta-catenin nuclear translocation, immunofluorescence imaging; nuclear translocation activity, % at 5 µM; 0.3% of 190,000 active;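 active means nuclear translocation activity above 50% at 5 µM, with a well cell count of 50 or more; inconclusive means wells under 50 cells across six images, flagged as toxic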;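 further: per-cell ratio of nuclear to cytoplasmic median beta-catenin stain intensity; plate controls were DMSO negative control for no effect and GSK-3 inhibitor IX positive control for full effect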
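System: Human HeLa cells, endogenous beta-catenin | Compound dosing: 5 µM primary, 0.02–20 µM confirmation | Timing: 24 h compound exposure at 37°C, 5% CO2 | Measured by: Fluorescence imaging of beta-catenin antibody stain plus DAPI | Read-out basis: % activation of per-cell nuclear versus cytoplasmic median beta-catenin signal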
Ins promoter up: MIN6 insulin promoter up-regulation | MIN6 insulin promoter-GFP reporter, high-content imaging; hits give high values | z-score at 5 µM | 0.3% of 190,000 active;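 active means z-score above 3 at 5 µM with at least 500 cells counted in the well; inconclusive means wells under 500 cells, flagged as cytotoxic or low count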
T cell modulator: modulates CD8 T cell binding to vesicles | 2C CD8+ T cell-vesicle binding, flow cytometry; hits give low values | calls only at 7 µM | 0.068% of 330,000 active;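 active means response, share of CD8 T cells binding vesicles, and their 90th percentile fluorescence all below set limits, cut at about 80% in these data, passing the limit was not always enough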
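Assay system – 2C mouse CD8+ T cells · Also added – QL9-loaded Drosophila micro-vesicles · Timing – Cell–vesicle co-incubation 1.5 h at 37 °C, staining 20 min on ice · Signal – flow cytometry of vesicle-bound cells · Measure – percent CD8+ FL2 mean versus row control · Controls – Peptide-free naked vesicles (low) and QL9 vesicles with 0.7% DMSO vehicle (high)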
Ins promoter up cell count: recorded beside Ins promoter up, whose call it bears; cell count; measured here: cytotoxicity, nuclei count;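 total cells summed across four imaged fields per well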
Lipid droplet cells 6.5 µM: further read-out of Lipid droplet, marked with its call; cell count; measured here: cell count, cytotoxicity flag;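 cells counted across two imaged fields per well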
bCat nuc transl cell count 5 µM: also measured in bCat nuc transl; calls as there; cell count; measured here: cell count, cytotoxicity flag
T cell modulator vesicle-bound %: recorded beside T cell modulator, whose call it bears; double positive events, %; measured here: CD8+ vesicle-bound cell fraction;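 binding gate set so that unloaded-vesicle control wells show 10% double positive cells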
MT stabilizer Hoechst-high %: also measured in MT stabilizer; calls as there; % Hoechst-high responders; measured here: nuclear condensation Hoechst responders;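 share of cells brighter than vehicle mean plus two SD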
MT stabilizer cytotoxicity %: second read-out of MT stabilizer, no call of its own (marks repeat the call); toxicity, %; measured here: cytotoxicity by cell density;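 0% = mean cell density of plate MIN control wells and 100% = no cells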
Autophagy HCS cell loss 18 h: further read-out of Autophagy HCS, marked with its call; toxicity, %; measured here: cell loss, nuclei count;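 cell loss after 18 h compound exposure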
An asterisk follows results filed as active; i = inactive; ? = inconclusive; . = no result given. Unless noted, no stated cut-off is given here; in the data, active means inhibition above about 50%; inactive means the rest. No enrichment for hits. About 2.9% of those tested had a hit in this group.

SMILES	Lipid droplet	Lipid droplet cells 6.5 µM	MT stabilizer	MT stabilizer Hoechst-high %	MT stabilizer cytotoxicity %	TNAP activation fold	Autophagy HCS	Autophagy HCS cell loss 18 h	human PMI inhibitors	PMI inhibitors	bCat nuc transl	bCat nuc transl cell count 5 µM	Ins promoter up	Ins promoter up cell count	T cell modulator	T cell modulator vesicle-bound %
CC(C)c1ccc(OCc2nc(-c3ccccn3)no2)c(Br)c1	.	.	1.0	1.1	10	1	.	.	14%	21%	-3.5	1389	-0.34	1338	i	29
Cn1nnnc1SCC(=O)Nc1c(Cl)cccc1Cl	.	.	1.7	1.8	10	1.1	i	21	-7%	-8%	.	.	.	.	i	67
Cc1noc(/C=C/c2ccco2)c1S(=O)(=O)N1CCC(C(=O)Nc2ccc(Cl)cn2)CC1	0	673	5.1	3.5	8.1	1	i	3	0%	-7%	-1.3	900	-0.23	1213	i	53
O=C(Nc1ccc(-c2noc(-c3cccs3)n2)cc1)c1cccnc1	-4	708	5.4	3.0	5.4	1.1	i	-4	12%	9%	6.7	1111	0.69	1143	i	37
COc1ccccc1CN(CC(=O)NCc1ccco1)C(=O)CNS(=O)(=O)c1ccc(C)cc1	2	741	1.7	1.4	4.2	1.1	i	-11	2%	14%	-5.3	1191	0.69	1305	i	18
Nc1nnc(Cc2cccc(Br)c2)s1	6	766	.	.	.	.	.	.	.	.	1.1	1329	-0.08	1101	i	36
Cn1c(=O)c2cc(S(=O)(=O)Nc3ccc4c(c3)OCO4)ccc2n(C)c1=O	8	655	2.5	1.7	2.0	1.1	i	-1	13%	14%	.	.	-1.3	1210	i	10
COc1ccc2ccccc2c1CNCCCN1CCOCC1	1	681	1.1	1.1	2.3	1	i	8	-7%	-6%	0.4	1564	-0.83	1338	i	15
CC1CCCCN1C(=O)c1cc(Cl)ccc1[N+](=O)[O-] (stereo not given)	-3	627	4.3	2.1	4.4	1	i	0	-2%	-4%	-4.8	558	0.89	1374	i	16
Cc1ccc(-c2csc(=Nc3cccnc3)n2CCCN2CCCC2=O)cc1C	-4	645	4.7	2.0	6.7	1.2	i	2	-9%	3%	-1.2	887	.	.	i	45

Only Ins promoter up cell count, Lipid droplet cells 6.5 µM and MT stabilizer, for some of the entries so far:
mol	Ins promoter up cell count	Lipid droplet cells 6.5 µM	MT stabilizer
Cc1noc(/C=C/c2ccco2)c1S(=O)(=O)N1CCC(C(=O)Nc2ccc(Cl)cn2)CC1	1213	673	5.1
O=C(Nc1ccc(-c2noc(-c3cccs3)n2)cc1)c1cccnc1	1143	708	5.4
COc1ccccc1CN(CC(=O)NCc1ccco1)C(=O)CNS(=O)(=O)c1ccc(C)cc1	1305	741	1.7

(list continues)
SMILES	Lipid droplet	Lipid droplet cells 6.5 µM	MT stabilizer	MT stabilizer Hoechst-high %	MT stabilizer cytotoxicity %	TNAP activation fold	Autophagy HCS	Autophagy HCS cell loss 18 h	human PMI inhibitors	PMI inhibitors	bCat nuc transl	bCat nuc transl cell count 5 µM	Ins promoter up	Ins promoter up cell count	T cell modulator	T cell modulator vesicle-bound %
Cc1ccc(NC(=S)Nc2cc(C)on2)cc1	-12	613	.	.	.	.	.	.	.	.	1.1	1214	-2.8	770	i	35
CC(=O)Nc1ccc(/C=N/Nc2nc3ccccc3[nH]2)cc1	-6	623	4.5	2.2	5.2	0.6	i	4	21%	21%	-1.3	1089	0.55	1469	i	59
Cc1ccc(C2CC(=O)C(C=NCCN3CCN(CC(=O)Nc4cc(C)cc(C)c4)CC3)=C(O)C2)cc1 (stereo not given)	3	663	4.5	2.7	6.3	1	i	-2	2%	-2%	0.5	1462	-0.48	1440	.	.
COC(=O)C(O)(CC(=O)Nc1ccc(C)c(F)c1)C(F)(F)F (stereo not given)	.	.	5.3	2.7	0.0	1	i	-5	1%	-6%	.	.	-0.6	946	i	41
CCCCOC(=O)c1ccc(NC(=O)C(=O)NCCN(C)C)cc1	-6	694	.	.	.	.	.	.	.	.	0.2	1263	-0.29	1123	i	26
N#Cc1ccc(/C=C/C(=O)c2ccc3c(c2)OCO3)cc1	0	720	3.7	2.1	8.1	1	i	5	8%	-2%	1.8	1057	-0.73	1263	i	37
CCCCNC(=O)C1CCCNC1=O (stereo not given)	-8	746	0.6	1.3	14	1.1	i	2	-9%	-9%	.	.	0.72	864	i	29
Cc1ccc(C)c(N2CCN(C(=O)c3ccc(Cn4c(=O)[nH]c5ccccc5c4=O)cc3)CC2)c1	.	.	48	0.4	39	1	i	-1	10%	6%	-0.1	941	-0.59	1274	i	36
COC(=O)c1ccccc1NC(=S)NC(=O)COc1ccccc1	8	638	3.1	2.3	5.8	1.1	i	13	4%	6%	1.6	1074	0.34	1698	i	29
Cc1cc(=O)c2n(Cc3ccc(Cl)cc3)nc[n+]2[nH]1	-1	747	8.0	1.5	5.8	1.1	i	13	-2%	8%	-5.4	1296	0.42	1337	i	54
Nc1nnc(CC(=O)N/N=C\c2cc([N+](=O)[O-])ccc2O)s1	23	625	6.2	2.4	8.0	1.2	i	15	-18%	16%	-1.4	1080	-0.24	1390	i	54
N=C(N)SCc1nc2ccccc2c(=O)n1-c1ccccc1Cl	.	.	3.3	1.4	4.2	1.1	i	20	3%	10%	-2.4	1469	0.5	1171	i	8
O=C(NCCCO)C(=O)NCc1ccccn1	8	711	2.1	1.5	8.4	1.1	i	1	-9%	-5%	1.9	1098	-0.22	1324	i	56
CN(C)c1ccc(CNC23CN4CN(CN(C4)C2)C3)cc1	-3	530	4.0	2.7	5.1	1.2	i	-12	2%	1%	-1.4	1078	-0.87	1660	i	17
COc1ccc(-c2nnnn2C(C)C)cc1S(=O)(=O)Nc1ccccc1	-13	656	.	.	.	.	.	.	.	.	0.2	1268	-0.13	1005	i	53
Cc1cc2nc3n(c2cc1C)CC1CC(C(=O)NCc2cccc(C(F)(F)F)c2)N(C)C31 (stereo not given)	-3	722	.	.	.	.	.	.	.	.	-1.1	1385	0.1	1059	i	3
O=[N+]([O-])c1ccc(/C=N/N=C/c2ccc([N+](=O)[O-])o2)o1	-5	460	3.4	0.8	9.8	1	i	10	24%	-9%	3.5	883	?	.	.	.
O=C(CCCN1C(=O)c2ccccc2C1=O)Nc1nc2ccccc2[nH]1	1	691	.	.	.	.	.	.	.	.	-4.2	1190	-0.04	1510	i	34
CC(C(=O)N/N=C/c1ccc(N(C)C)c(Br)c1)N(c1ccccc1)S(C)(=O)=O (stereo not given)	.	.	1.7	1.1	10	0.9	i	-3	6%	-3%	1.0	1256	-0.97	1602	i	43
Cc1ccc(C)c(N2C(=O)CC(N3CCN(Cc4ccc5c(c4)OCO5)CC3)C2=O)c1 (stereo not given)	.	.	3.0	2.6	22	1	i	-36	-1%	-11%	-1.1	1467	-0.26	1309	i	45
CCOc1ccc(-n2c(SCC(=O)c3c(N)n(C)c(=O)n(C)c3=O)nnc2-c2cccnc2)cc1	15	613	2.8	2.0	4.7	1.1	i	2	-7%	-4%	.	.	-0.07	1491	i	2
Cc1ccc(S(=O)(=O)N/N=C2/CC(c3ccccc3)Oc3ccccc32)cc1 (stereo not given)	.	.	1.9	1.6	7.9	1.1	i	-2	2%	10%	0.6	1258	-1.2	1640	i	29
O=S(=O)(Nc1cccc2ncccc12)c1cccs1	-4	684	4.4	3.3	9.8	0.9	i	24	30%	32%	-0.6	1102	-0.47	1415	i	24
CCc1ccc(/C=C/C(=O)c2cc(Br)ccc(=O)c2O)cc1	1	729	1.0	0.5	7.7	0.9	i	11	-88%	-50%	19	581	0.2	829	i	4
C=CCn1c(SCC(=O)Nc2ncc(Cc3cc(C(F)(F)F)ccc3Cl)s2)nnc1-c1ccncc1	.	.	4.9	1.9	2.2	1	i	-3	0%	-5%	-1.4	909	0.32	1510	i	22
O=C(Nc1cnc2ccccc2c1)c1cccnc1	.	.	3.4	2.4	9.7	1.2	i	-7	5%	-6%	-6.5	1214	1.7	1040	i	42
CCc1ccc(C(=O)COC(=O)CNC(=O)c2cccs2)cc1	7	725	3.4	1.3	3.6	1	i	1	0%	1%	-1.1	983	1.4	1907	i	57
COc1ccc(CCNC(=O)CSc2ccc(Br)cc2)cc1OC	0	676	1.7	1.9	1.3	1.1	i	3	-1%	-13%	0.3	1146	-0.31	1157	i	65
CN(C)CCCC(=O)c1ccc2c(c1)OCO2	5	712	1.5	1.7	7.9	1.1	i	22	2%	4%	-1.1	1220	-0.24	940	i	54
O=C(O)CCc1nn2c3ccccc3n(CCO)c2nc1=O	11	693	1.2	2.7	8.1	1.2	i	-15	0%	4%	-2.3	1053	0.06	1618	i	58
CC1CCCC(NC(=O)Cc2ccc(Br)cc2)C1C (stereo not given)	-36	657	3.5	2.0	6.3	1	i	-11	-8%	-3%	-3.5	574	.	.	i	33
CSC1=C(C#N)C(c2ccc(C(C)C)cc2)CC(=O)N1 (stereo not given)	.	.	4.0	3.3	9.7	1.1	i	5	26%	9%	.	.	0.59	944	i	31
O=C(Nc1ccc(N2CCCC2)c(Cl)c1)c1ccc(Br)o1	.	.	1.2	1.3	8.9	1.1	i	7	-61%	-67%	1.0	1175	-1.4	1014	i	37
CC(=O)Nc1cccc(Cl)c1C(=O)O	-8	743	2.6	1.4	3.4	1.1	i	19	-6%	0%	0.8	1127	-0.98	1327	i	35
COc1ccc(-n2cnnc2SCC(=O)Nc2nc(C)c(Cl)cc2Cl)cc1	-9	758	1.8	1.7	4.0	1.1	i	-1	-5%	3%	-2.9	1225	-0.54	925	i	30
COc1ccc(-c2nnc(SCC(=O)N3CCN(c4ccccc4)CC3)o2)cc1OC	-2	745	4.6	3.7	5.6	1	i	-17	-4%	-2%	-1.7	548	-0.57	1142	i	44
